Source: PubChem BioAssay
Akt phos inh – HTS Assay for Inhibitors of Akt Phophorylation: Primary Screen; Neuro2A IGF-stimulated pAkt S473 HTRF, 20 min; hits give low values; activity change, % for hits at 50 µM; 360,000 compounds, 0.32% hits; AID 651550, 2012; in the data active means activity change below about -80%; inconclusive means mostly about -51% to -80%; further: on the % scale 0 is the no-effect control and ±100 the full control effect
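Neuro2A cells in DMEM with 0.5% FBS, overnight at 37 deg C, given compound at single 50 µM final, then IGF (6 nM final) for 20 min at 37 deg C. Lysed; phospho-Akt Ser473 by HTRF after 24 h, 665/615 ratio.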
Nrf2 inh – Nrf2 qHTS screen for inhibitors; A549 ARE-Fluc reporter, luciferase luminescence, 18-24 h; Potency, µM (titrated, usually from 46 µM), for inactives: top-dose activity change, negative = inhibition, usual class: inhibitors; 360,000 compounds, 2.1% hits; further: potency means the concentration at half of the fitted maximal effect; on the % scale 0 is the no-effect control and ±100 the full control effect; nearly all actives have a fitted effect of over 60% in size
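Quantitative HTS in A549 cells stably bearing an antioxidant response element-firefly luciferase construct. Inhibition of Nrf2-driven transcription was scored by luminescence after 18-24 h of compound exposure at 37 °C.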
CCT chaperon mod – High-Throughput Screening for Modulators of Cytosolic Chaperonin Activity | purified chaperonin ATPase assay, HTRF ADP detection, 30 min | activity change, % (no concentration beside the values), hits read low | 360,000 compounds, 0.3% hits | AID 651819, 2012; in the data active means activity change below about -30%; further: on the % scale 0 is the no-effect control and ±100 the full control effect
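TRiC (40 or 20 nM final, by batch activity) in 30 mM Tris pH 7.4, 100 mM KCl, 5 mM MgCl2, 1 mM DTT was treated with compound at 76 uM single dose, then 10 uM ATP, 30 min at 37 °C. ADP was read by HTRF Transcreener.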
TGFb SMAD3 inh – qHTS for Inhibitors of TGF-b. HepG2 CAGA-GFP TGF-b/SMAD3 reporter, GFP fluorescence, 18 h; TGF-beta stimulated, 500 pg/mL final. Potency, µM (top dose mostly 46.1 µM), for the others: at the highest dose activity, negative = inhibition, usual class: inhibitors. 410,000 compounds, 1.2% hits; further: potency means the concentration at half of the fitted maximal effect; on the % scale 0 is the no-effect control and ±100 the full control effect; nearly all actives have a fitted effect of over 65% in size
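First, reporter cells (HEPG2 CAGA-GFP) rested 2 h at 37 degrees C. Next, compounds were pinned in and TGF-beta added to 500 pg/mL final. After 18 h, GFP was imaged per cell and summed per well.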
A549 viability – Nrf2 qHTS screen for inhibitors: counterscreen for cytotoxicity; A549 ARE-Fluc cells, CellTiter-Fluor viability, 18-24 h; Potency, µM (doses to about 46 µM), for the others: at the top dose activity change, negative = cytotoxicity, most hits filed as inhibitors; 390,000 compounds, 0.16% hits; further: potency means the concentration at half of the fitted maximal effect; on the % scale 0 is the no-effect control and ±100 the full control effect
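A549 ARE-Fluc cells in 5% FBS OPTI-MEM, 5000 cells/well, rested 2 h then exposed to compounds in concentration-response for 18-24 h at 37 °C. Viability by CellTiter-Fluor fluorescence (Ex 405/Em 525) after 30 min; luciferase luminescence (BugLite, 15 min, RT) read afterwards.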
Nrf2 ARE act – qHTS of Nrf2 Activators; AID 624171, 2012; AREc32 ARE-luciferase reporter (MCF7-derived line), luminescence, 24 h; Potency, µM (titrated, usually from 46.1 µM), without a hit: at the highest dose activation, actives largely listed as activators; 410,000 compounds, 0.31% hits; further: potency means the concentration at half of the fitted maximal effect; % of control where 0% means no effect; nearly all actives have a fitted effect of over 65% in size
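Reporter line AREc32 (ARE-Fluc), seeded overnight in OPTI-MEM with 5% FBS; compound pin-transferred, 24 hr at 37 deg C, 5% CO2; luminescent read-out.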
MmCpn inh – Inhibitors of TCP-1 ring complex (TRiC) of Methanococcus maripaludis (MmCpn): qHTS | Chaperonin Mm-Cpn (Methanococcus maripaludis) | purified Mm-Cpn ATPase, ADP Transcreener TR-FRET | 330,000 compounds, 0.031% hits | Potency, µM (doses to about 76.9 µM), for the others: top-dose activity, negative = inhibition, usual class: inhibitors; further: potency means the concentration at half of the fitted maximal effect; on the % scale 0 is the no-effect control and ±100 the full control effect; nearly all actives have a fitted effect of over 80% in size
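Reaction buffer contained 30 mM Tris pH 7.4, 100 mM KCl, 5 mM MgCl2 and 1 mM DTT. Mm-CPN (25 nM final) hydrolysed 10 uM ATP over 30 min at 37°C; ADP was read by HTRF.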
HepG2 tox – qHTS for Inhibitors of TGF-b: Cytotox Counterscreen; HepG2 CAGA-GFP viability, ATP luminescence, 18 h; Potency, µM (doses to about 46.1 µM), for inactives: at the highest dose activity change, negative = cytotoxicity, hits mostly cytotoxic; 410,000 compounds, 0.76% hits; further: potency means the concentration at half of the fitted maximal effect; some results filed as inactive show a strong effect at the top dose
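HepG2 CAGA-GFP cells (1000/well, DMEM with 1% FBS) received compound, then TGF-beta at 500 pg/mL final, and were incubated 18 hours at 37 degrees C. Viability was read by CellTiter-Glo luminescence. Media-only wells were set as complete cell-killing and DMSO as no toxicity.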
ATXN viability – Viability Counterscreen for Primary qHTS for Inhibitors of ATXN expression | S2 cells (HEK-293 line with an ATXN2-luciferase reporter) viability, CellTiter-Fluor protease fluorescence, 24 h | 400,000 compounds, 0.49% hits | AID 651635, 2014 | Potency, µM (titrated, usually from 56.7 µM), most hits filed as cytotoxic; further: potency means the concentration at half of the fitted maximal effect; nearly all actives have a fitted effect of over 40% in size
The depositor's hits bear a star; i = inactive; u = inconclusive; x = no result given; & = joins results of further samples; [ ] = dose if it differs, or a comment. Unless noted, the call rests on the fitted dose curve; in most records, active means well fitted curve in the direction sought with a large enough effect; inconclusive means small, poorly fitted or top-dose-only effect, or another doubt; inactive means no such curve, though single readings can be large; an effect the other way counts as inactive or inconclusive.

# | Compound | CCT chaperon mod | Nrf2 inh | MmCpn inh | A549 viability | Akt phos inh | ATXN viability | HepG2 tox | TGFb SMAD3 inh | Nrf2 ARE act
1 | O=C(c1ccccc1)[C@@H]1[C@@H]2C(=O)N(c3ccc(F)cc3)C(=O)[C@@H]2C2CCCN21 (stereo partly drawn) | 0.9 | 4% | 1% | 19% | i | u | -52% | u | 10µM*
2 | Cc1[nH]c(=O)[nH]c(=O)c1NC(=O)CSc1ncccc1-c1nc2ccccc2[nH]1 | -0.4 | x | 0% | 1% | x | i | -2% | -4% | 0.8%
3 | Cc1ccc(/C=C(\NC(=O)c2ccccc2)C(=O)NCC2CCCO2)o1 (stereo not drawn) | -1.4 | -3% | 3% | 6% | i | i | -1% | -8% | 0.1%
4 | O=c1cc(CSc2nnc3ccccn23)c2c(ccc3ccccc32)o1 | -1.2 | 23% | -2% | -9% | i | i | -14% | 3% | 4.1%
5 | O=C1OC(c2ccc3c(c2)OCO3)N(C(=O)c2ccc(Cl)c(Cl)c2)c2ccccc21 (stereo not drawn) | 0.0 | 6% | 1% | -13% | i | i | -2% | -24% | 2.1%
6 | CC(=O)N(C)c1ccc(OCC(O)CN(c2ccccc2C)S(=O)(=O)c2ccc(C)cc2)cc1 (stereo not drawn) | -1.1 | u | 1% | 7% | i | i | -34% | -1% | 6.7%
7 | Cc1cc(C)n(-c2nc3c(c(=O)n(C)c(=O)n3C)n2Cc2cccc(Br)c2)n1 | -1.8 | 11% | x | 8% | i | i | -1% | -11% | 0.3%
8 | c1ccc2ncc(-n3ccnc3)cc2c1 | 1.6 | x | x | x | i | i | -1% | 1% | -1.2%
9 | Cc1ccc(Cl)cc1N1CCN(C(=O)C2CCN(c3nnc(-n4cccc4)s3)CC2)CC1 | -2.5 | u | 0% | -9% | i | i | -20% | u | 1.5%
10 | COc1ccccc1NS(=O)(=O)c1ccc(C)c(C(=O)NCC(c2ccco2)N2CCCCC2)c1 (stereo not drawn) | 1.0 | u | -1% | -13% | i | i | -4% | -11% | 0.4%
11 | CN(C)c1cc(NC(=O)CNC(C)(C)C)c2ccccc2n1 | -2.2 | -11% | 0% | -28% | i | i | -37% | u | 0.2%
12 | COc1ccc(NC(=O)c2c(NCc3ccc(N(C)C)cc3)sc3c2CCC3)cc1 | x | x | x | -1% | x | i | -25% | -12% | 15%
13 | CCOc1cc(/C=C2\C(=O)ON=C2C)ccc1OCc1ccccc1 | -3.6 | 4% | -1% | 0% | i | u | 5% | -15% | 0.5%
14 | O=C1Nc2ccccc2C1(O)c1ccccc1O (stereo not drawn) | 0.0 | -1% | 2% | -4% | i | i | 8% | 18% | 0.6%
15 | c1ccc(CCn2cnc3ccccc32)cc1 | 0.2 | u | 1% | 3% | i | i | -11% | 21% | 5.3%
16 | Cc1cc(C)c2c3c(oc2n1)C(=O)N(c1cccc(Cl)c1)CC(=O)N3 | 0.0 | 9% | 1% | 3% | i | i | -45% | u | 3.5%
17 | OCC1(Cc2ccccc2F)CCCN(CCc2ccccc2)C1 (stereo not drawn) | 1.1 | 6% | 0% | -5% | i | i | -21% | -9% | 0.2%
18 | COc1cccc(/C=N\NC(=O)Cn2nnc3ccccc32)c1O | -3.2 | -6% | -2% | 10% | i | i | -27% | -28% | 0.2%
19 | CCc1ccc(S(=O)(=O)Nc2ccc(Br)cn2)cc1 | 1.5 | -8% | -16% | 3% | i | i | -14% | -2% | -0.1%
20 | O=C(NNS(=O)(=O)c1ccccc1[N+](=O)[O-])c1ccccc1Cl | -1.6 | 4% | 1% | -15% | i | i | -3% | 14% | 8.1%
21 | CCCn1c(SCC(=O)NCc2ccccc2)n[nH]c1=O | -2.9 | 16% | 2% | -1% | i | u | 6% | -7% | 0.7%
22 | CN1C(=O)c2ccccc2Sc2ccc(NC(=O)c3ccc(C#N)cc3)cc21 | x | x | x | u | x | u | -21% | -7% | 4.0%
23 | Cc1ccc(-c2noc(CCC(=O)N3CCN(c4cccc(C(F)(F)F)c4)CC3)n2)cc1 | -0.7 | u | -1% | 0% | i | i | 2% | u | -0.8%
24 | Cc1ccc(-c2nc(N)n(C(=O)c3cccs3)n2)cc1 | -1.4 | 5% | -1% | 1% | i | i | 8% | u | 0.5%
25 | Cc1ccccc1N1CCN(C(=O)c2cccnc2)CC1 | 0.8 | -24% | x | -8% | i | i | 14% | 0% | -0.1%

The last six compounds of the part before are carried over, then new ones follow:
# | Compound | CCT chaperon mod | Nrf2 inh | MmCpn inh | A549 viability | Akt phos inh | ATXN viability | HepG2 tox | TGFb SMAD3 inh | Nrf2 ARE act
20 | O=C(NNS(=O)(=O)c1ccccc1[N+](=O)[O-])c1ccccc1Cl | -1.6 | 4% | 1% | -15% | i | i | -3% | 14% | 8.1%
21 | CCCn1c(SCC(=O)NCc2ccccc2)n[nH]c1=O | -2.9 | 16% | 2% | -1% | i | u | 6% | -7% | 0.7%
22 | CN1C(=O)c2ccccc2Sc2ccc(NC(=O)c3ccc(C#N)cc3)cc21 | x | x | x | u | x | u | -21% | -7% | 4.0%
23 | Cc1ccc(-c2noc(CCC(=O)N3CCN(c4cccc(C(F)(F)F)c4)CC3)n2)cc1 | -0.7 | u | -1% | 0% | i | i | 2% | u | -0.8%
24 | Cc1ccc(-c2nc(N)n(C(=O)c3cccs3)n2)cc1 | -1.4 | 5% | -1% | 1% | i | i | 8% | u | 0.5%
25 | Cc1ccccc1N1CCN(C(=O)c2cccnc2)CC1 | 0.8 | -24% | x | -8% | i | i | 14% | 0% | -0.1%
26 | O=C(Cn1c(-c2ccccc2)c[n+]2ccsc12)c1ccccc1 | 0.8 | -25% | -2% | -2% | i | u | -5% | 3% | 0.5%
27 | N#Cc1cccnc1N1CCN(C(=O)c2ccc3c(c2)S(=O)(=O)c2ccccc2C3=O)CC1 | -5.1 | -1% | x | 6% | i | i | -1% | 0% | 0.4%
28 | Cc1nn(C)c(C)c1/C=C(/C(=O)C(C)C)n1cncn1 | 2.0 | 20% | -1% | -5% | i | i | -7% | -9% | -0.4%
29 | CCc1nnc(NS(=O)(=O)c2ccc(NC(=S)NC(=O)c3ccccc3)cc2)s1 | 2.2 | u | 0% | -10% | i | i | 7% | 14% | 1.4%
30 | O=C1C(=O)N(Cc2cccnc2)C(c2cccc(F)c2)/C1=C(/O)c1ccc2c(c1)OCO2 (stereo not drawn) | 1.7 | -4% | -1% | -7% | i | i | -19% | -8% | -0.4%
31 | CCOC(=O)C1=C(COC(=O)c2ccc(C)s2)NC(=O)NC1C (stereo not drawn) | -0.9 | 9% | 0% | -11% | i | u | 9% | 12% | 0.6%
32 | O=C(c1ccco1)N1CCN(S(=O)(=O)c2ccccc2[N+](=O)[O-])CC1 | -3.7 | -21% | 2% | 5% | i | i | 4% | 6% | 2.2%
33 | O=C(CCl)Nc1cc(S(=O)(=O)N2CCCCCC2)ccc1Cl | 0.0 | u | -1% | -27% | i | 18µM* | -14% | 3% | u
34 | COc1ccc(S(=O)(=O)N2CCOCC2)cc1 | x | 26% | x | 12% | x | x | 0% | u | x
35 | Cc1cc(C)cc(N(CC(=O)NCC2CCCO2)C(=O)CN2C(=O)COc3ccccc32)c1 (stereo not drawn) | 1.7 | x | -3% | -4% | x | i | -20% | -12% | 0.2%
36 | COc1cc(C(=O)N2CCc3ccccc32)c([N+](=O)[O-])cc1OC | -0.8 | -13% | 0% | -3% | i | i | 4% | 1% | -0.3%
37 | CCCn1c(N/N=C\C=C\c2ccccc2)nc2c1c(=O)[nH]c(=O)n2C | -2.1 | 9.2µM* | -1% | 0% | i | i | -29% | -15% | 9.9%
38 | C=CCNC(=O)/C(=C/c1cn(-c2ccccc2)nc1-c1cccc([N+](=O)[O-])c1)NC(=O)c1ccccc1 | -2.0 | -21% | -10% | -6% | i | i | 2% | u | 1.9%
39 | CCCOc1ccc(NC(=O)CC2C(=O)N(CC)C(=S)N2Cc2cccs2)cc1 (stereo not drawn) | -1.0 | u | 0% | -18% | i | i | -26% | u | 2.7%
40 | COc1cccc(-c2nc(N3CCN(Cc4ccccc4)CC3)c3ccccc3n2)c1O | -1.3 | 2% | -3%&-1% | 0% | i | i | -2% | -10% | 0.4%
41 | Cc1onc(-c2ccccc2Cl)c1C(=O)Nc1cccnc1 | -0.2 | x | 5% | 3% | i | i | 4% | 41%[activator] | 0.3%
42 | Cc1ccc(NC(=O)N2CCC(C(=O)NCCC3=CCCCC3)CC2)cc1 | -0.8 | -5% | 1% | 2% | i | i | -16% | 1% | -0.2%
43 | O=C(COC(=O)c1ccc(O)cc1O)Nc1ccc(Cl)cn1 | 0.7 | 3% | 0% | 5% | i | i | 0% | -8% | 0.3%
44 | COC(=O)CCCC1=CC2=C(c3ccccc3)C(=O)C(C)(OC(=O)C3CCCC3)C(=O)C2=CN1C1CCCCC1 (stereo not drawn) | -6.1 | -11% | 1% | -11% | i | i | -12% | 1% | 3.6%
45 | CCCCC1=C([O-])C2N=CC=CC2=[N+](c2ccccn2)C1=O (stereo not drawn) | -1.9 | 12% | -1% | -4% | i | u | 8% | 0% | 0.4%
